High-throughput results: PubChem, National Center for Advancing Translational Sciences (NCATS)
GRP78 ERSR act – induces the endoplasmic reticulum stress response in human glioma cells | U87-MG GRP78 promoter luciferase reporter, 16 h | 0.02% of 420,000 active | Potency, µM, inactives show at the top dose activation, hits mostly activators; note: potency is the fitted concentration of half-maximal effect; series mostly up to about 76 µM; % of control where 0% means no effect; nearly all actives have a fitted effect of over 35% in size
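Stably transfected U87-MG glioma cells carrying a GRP78-based luciferase sensor; 16 h compound incubation. Luminescence end-point read 10 min after Bright-Glo addition at room temperature.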
LDHA inh – blocks human lactate dehydrogenase A | purified LDHA, NADH/diaphorase-resazurin fluorescence; active compounds read low | 0.15% of 480,000 active | AID 1347041 | P00338 | activity change, % (values are at about 110 or 230 µM); in the data active = activity change below about -30%; inconclusive = mostly about -25% to -30%;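 note: plate controls were DMSO wells for no effect and wells without enzyme for full effect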
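Human LDH5 at 2 nM final in Tris HCl pH 7.4 with 0.06 mM NADH and 0.2 mM pyruvate, reacted 5 minutes at room temperature. Remaining NADH coupled via diaphorase/resazurin; resorufin fluorescence read at 0 and 20 minutes, normalized to enzyme-free and DMSO wells.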
Pol eta inh – DNA polymerase eta (human) inhibition; Q9Y253; recombinant Pol eta, fluorescent DNA replication assay; Potency, µM (doses to about 114 µM), for inactives: at the top dose activity change, negative = inhibition, usual class: inhibitors; 1.2% of 390,000 active; AID 588591; note: potency is the fitted concentration of half-maximal effect; % is set by controls: 0 for no effect and ±100 for the full control effect
Target sequence (Q9Y253 whole entry, looked up): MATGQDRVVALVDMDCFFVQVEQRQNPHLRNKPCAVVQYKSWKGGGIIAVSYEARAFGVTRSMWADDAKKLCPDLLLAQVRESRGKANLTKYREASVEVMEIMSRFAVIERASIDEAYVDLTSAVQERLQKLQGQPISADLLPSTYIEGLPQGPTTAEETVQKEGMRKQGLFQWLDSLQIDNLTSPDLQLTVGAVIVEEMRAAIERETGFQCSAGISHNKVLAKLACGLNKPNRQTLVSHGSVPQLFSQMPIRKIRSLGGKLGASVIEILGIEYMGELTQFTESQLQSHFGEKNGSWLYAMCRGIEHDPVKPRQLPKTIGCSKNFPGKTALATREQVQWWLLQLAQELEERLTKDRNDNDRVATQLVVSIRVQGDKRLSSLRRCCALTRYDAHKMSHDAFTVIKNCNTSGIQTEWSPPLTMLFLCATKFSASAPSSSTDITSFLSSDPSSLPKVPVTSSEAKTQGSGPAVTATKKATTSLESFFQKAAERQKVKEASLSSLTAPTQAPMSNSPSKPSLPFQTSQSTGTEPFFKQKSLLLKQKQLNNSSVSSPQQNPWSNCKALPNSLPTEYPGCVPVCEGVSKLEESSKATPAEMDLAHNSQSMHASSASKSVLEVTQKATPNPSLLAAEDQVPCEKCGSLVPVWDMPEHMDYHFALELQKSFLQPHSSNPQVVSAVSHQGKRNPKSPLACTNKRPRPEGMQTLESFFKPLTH
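Pol eta (10 nM) was preincubated with compounds for 15 min at room temperature, after which fluorescent replication substrate (50 nM final) was added to start the reaction. Fluorescence was read kinetically at 0 and 10 min.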
Active calls of the source: *; ? = inconclusive. Unless noted, calls come from the whole dose curve; as a rule, active = well fitted curve in the direction sought with a large enough effect; inconclusive = small, poorly fitted or top-dose-only effect, or another doubt; inactive = no such curve, though single readings can be large; an effect the other way counts as inactive or inconclusive.

Preview:
SMILES | GRP78 ERSR act | LDHA inh | Pol eta inh
COc1ccc(CCNS(=O)(=O)c2ccc3c(c2)CC(C)N3C(=O)C2CC2)cc1OC (configuration not stated) | -4% | -9 | -19%
CCC(=NNS(=O)(=O)c1ccc(C)cc1)c1ccc(OC)c(C)c1 | -5% | -4 | ?
Cc1c(N(C)S(=O)(=O)c2cccc(C(=O)NCc3cccnc3)c2)c(=O)n(-c2ccccc2)n1C | -1% | -5 | -15%
C[C@H]1CN(CCc2ccccc2)C(=O)[C@@H]1CC(=O)Nc1ccccc1 | 1% | 0 | -7%
CSc1ncccc1C(=O)N1CCCC(N2CCN(c3ccccc3C)CC2)C1 (configuration not stated) | -6% | 0 | -4%
CN(Cc1ccc(Cl)c(Cl)c1)C(=O)C1CC(=O)N(c2ccc3c(c2)OCCO3)C1 (configuration not stated) | -4% | 0 | -13%
Cc1ccc(CN2CC(C(=O)Nc3nc(C)cs3)CC2=O)cc1 (configuration not stated) | 0% | 3 | -3%
CCCCN1C[C@H](c2ccc(Br)cc2)[C@@H](CC(=O)Nc2ccc(Br)cc2)C1=O | -3% | -9 | ?
C[C@H](CO)N1C[C@H](C)[C@H](CN(C)C(=O)c2ccccc2)OCc2ccccc2-c2c(n(C)c3ccccc23)C1=O | -1% | -6 | ?
CCN1CCC[C@H]1CNCCCn1cnc2c(SC)ncnc21 | -2% | -1 | -18%
COCCCNC1=C(C#N)C(=O)NC(c2cccs2)S1 (configuration not stated) | 1% | -6 | 4%
CCN(CC)C(=O)C1=C(C)N(Cc2ccc(C(C)(C)C)cc2)C(=O)C(CC(=O)NCc2ccco2)C1 (configuration not stated) | -1% | -3 | -12%
C[C@H](CO)N1C[C@H](C)[C@@H](CN(C)Cc2ccc3c(c2)OCO3)Oc2cc(Br)ccc2S1(=O)=O | -4% | -13 | -7%
CCCCCCN1C[C@H](O)[C@@H](n2cc(-c3ccc(F)cc3)nn2)C[C@@H]1c1ccc(Cl)cc1 | -2% | 1 | -20%
C[C@H](CO)N1C[C@H](C)[C@H](CN(C)C(=O)c2ccncc2)OCc2cnnn2CCCC1=O | 2% | -2 | -16%
CCc1ccccc1NC(=O)CNC(=O)c1ccc(S(=O)(=O)NCc2ccco2)cc1 | -1% | 1 | 4%

All compounds of this part, from the start:
SMILES | GRP78 ERSR act | LDHA inh | Pol eta inh
COc1ccc(CCNS(=O)(=O)c2ccc3c(c2)CC(C)N3C(=O)C2CC2)cc1OC (configuration not stated) | -4% | -9 | -19%
CCC(=NNS(=O)(=O)c1ccc(C)cc1)c1ccc(OC)c(C)c1 | -5% | -4 | ?
Cc1c(N(C)S(=O)(=O)c2cccc(C(=O)NCc3cccnc3)c2)c(=O)n(-c2ccccc2)n1C | -1% | -5 | -15%
C[C@H]1CN(CCc2ccccc2)C(=O)[C@@H]1CC(=O)Nc1ccccc1 | 1% | 0 | -7%
CSc1ncccc1C(=O)N1CCCC(N2CCN(c3ccccc3C)CC2)C1 (configuration not stated) | -6% | 0 | -4%
CN(Cc1ccc(Cl)c(Cl)c1)C(=O)C1CC(=O)N(c2ccc3c(c2)OCCO3)C1 (configuration not stated) | -4% | 0 | -13%
Cc1ccc(CN2CC(C(=O)Nc3nc(C)cs3)CC2=O)cc1 (configuration not stated) | 0% | 3 | -3%
CCCCN1C[C@H](c2ccc(Br)cc2)[C@@H](CC(=O)Nc2ccc(Br)cc2)C1=O | -3% | -9 | ?
C[C@H](CO)N1C[C@H](C)[C@H](CN(C)C(=O)c2ccccc2)OCc2ccccc2-c2c(n(C)c3ccccc23)C1=O | -1% | -6 | ?
CCN1CCC[C@H]1CNCCCn1cnc2c(SC)ncnc21 | -2% | -1 | -18%
COCCCNC1=C(C#N)C(=O)NC(c2cccs2)S1 (configuration not stated) | 1% | -6 | 4%
CCN(CC)C(=O)C1=C(C)N(Cc2ccc(C(C)(C)C)cc2)C(=O)C(CC(=O)NCc2ccco2)C1 (configuration not stated) | -1% | -3 | -12%
C[C@H](CO)N1C[C@H](C)[C@@H](CN(C)Cc2ccc3c(c2)OCO3)Oc2cc(Br)ccc2S1(=O)=O | -4% | -13 | -7%
CCCCCCN1C[C@H](O)[C@@H](n2cc(-c3ccc(F)cc3)nn2)C[C@@H]1c1ccc(Cl)cc1 | -2% | 1 | -20%
C[C@H](CO)N1C[C@H](C)[C@H](CN(C)C(=O)c2ccncc2)OCc2cnnn2CCCC1=O | 2% | -2 | -16%
CCc1ccccc1NC(=O)CNC(=O)c1ccc(S(=O)(=O)NCc2ccco2)cc1 | -1% | 1 | 4%
Cc1nc(SCC(=O)Nc2sccc2C(N)=O)c2c(C)c(C)sc2n1 | 0% | -7 | -8%
C[C@H](CO)N1C[C@H](C)[C@H](CN(C)S(=O)(=O)c2ccc(C#N)cc2)OCc2cnnn2CCCC1=O | -4% | -1 | -6%
CCN(CC)C(=O)C1=C(C)N(Cc2ccc(F)cc2)C(=O)C(CC(=O)NC(c2ccccc2)c2ccccc2)C1 (configuration not stated) | 4% | 0 | -22%
COc1ccc(/C=C/C(=O)OCC(=O)c2cc(C)ccc2C)cc1 | -3% | 1 | 7%
Cc1ccccc1N1CCN(C2CCCN(C(=O)CSc3ccccn3)C2)CC1 (configuration not stated) | 0% | -1 | -18%
O=C1Nc2cc(C(=O)NCCN3CCCCCC3)ccc2S/C1=C/c1ccccc1F | -14% | -2 | -18%
Cc1ccc(S(=O)(=O)N2C[C@]3(O)C[C@@H]4C(=O)N(c5ccccc5)C(=O)[C@@H]4C[C@]3(OC(=O)NC3CC3)C2)cc1 | -7% | -3 | -4%
O=C(OCC(=O)N1CCN(c2ccccc2)CC1)c1cc(F)c(F)cc1Cl | -5% | -2 | -3%
CCOc1ccc(C(=O)N[C@H](C(=O)N2CCN(c3ncccn3)CC2)C(C)C)cc1 | -3% | -1 | -12%
C#CCN(C[C@@H]1[C@@H](OC(=O)NCc2ccccc2F)[C@@H](OC(=O)NCc2ccccc2F)Cn2c(=O)n(CCCCCC)c(=O)n21)S(=O)(=O)c1ccc(C)cc1 | 1% | -7 | -19%
CC(C)=C(c1ccc(Cl)cc1)c1c(N)ncnc1N | -2% | -3 | -4%
O=C(c1cc2ccccc2o1)N1CCN(Cc2nc3ccccc3s2)CC1 | 0% | -14 | -3%
COc1cccc(S(=O)(=O)N(C)C[C@H]2OCc3cnnn3CCCC(=O)N([C@H](C)CO)C[C@@H]2C)c1 | -4% | 0 | -13%
Cc1cc(OCC(=O)OC(C)C(=O)NC2CC2)c(C(C)C)cc1Cl (configuration not stated) | -3% | -2 | -17%
Oc1c(C(c2ccccc2)N2CCCCC2)ccc2ccccc12 (configuration not stated) | -3% | 12 | -6%
C[C@H](CO)N1C[C@H](C)[C@@H](CN(C)C(=O)c2ccc3ccn(C)c3c2)OCc2cnnn2CCCC1=O | -1% | 0 | -4%
CCCCN(C(=O)CCOc1ccc(OCC)cc1)c1c(N)n(Cc2ccccc2)c(=O)[nH]c1=O | -7% | -3 | 4%
C[C@H](CO)NC(=O)c1[nH]cnc1C(=O)Nc1ccc(CNC(=O)OC(C)(C)C)cc1 | 9% | 0 | -12%
COc1ccc(NC(=O)COC(=O)C2CCCN2C(=O)OC(C)(C)C)cc1Cl (configuration not stated) | -3% | -1 | -2%
CCC1CCCCN1C(=O)COC(=O)c1cncc(Br)c1 (configuration not stated) | -3% | -9 | -10%
CN(CC(=O)Nc1c(Cl)cccc1Cl)CC(=O)N1CCc2ccccc21 | -4% | -10 | -16%
O=C(NCCS(=O)(=O)NCc1cccs1)c1ccccc1 | -6% | 0 | -8%
O=[N+]([O-])c1cc2ncccc2c2ncccc12 | -2% | -3 | -1%
O=c1cc(-c2ccccc2)nc2c(Cl)cc(Cl)cn12 | -1% | 1 | -17%
O=C(O)c1c[nH]c2nccnc12 | -6% | 5 | 1%
COc1cccc(S(=O)(=O)N(C)C[C@@H]2OCc3cn(nn3)CCCC(=O)N([C@@H](C)CO)C[C@H]2C)c1 | -1% | -17 | -1%
CC(C)(C)NC(=O)CN1C(=O)c2cccc3cccc1c23 | -4% | 2 | -16%
CCCCCCN1C[C@H](O)[C@@H](n2cc(-c3ccc(F)cc3)nn2)C[C@@H]1c1ccc(C)cc1 | 2% | -2 | -26%
CCN1C(=O)[C@H]2[C@@H](c3ccc(C)cc3)N[C@]3(CCCN(Cc4ccc(F)cc4)C3=O)[C@H]2C1=O | -7% | -2 | -1%
COc1ccc(CCNCCC(c2ccccc2)c2ccccc2)cc1OC | -2% | 0 | -11%
CC1(C)Cc2cccc(OCC(=O)OCC(=O)Nc3ccc(S(N)(=O)=O)cc3)c2O1 | -5% | -1 | -13%
COc1ccc([C@H]2N[C@]3(CCCN(Cc4ccc(C(F)(F)F)cc4)C3=O)[C@H]3C(=O)N(Cc4ccccc4)C(=O)[C@@H]23)cc1 | -1% | -6 | -15%
O=C(N=C1SC2CS(=O)(=O)CC2N1Cc1ccccc1)C1CC1 (configuration not stated) | -4% | -6 | -11%
O=C(c1cccs1)N1C[C@@H](O)[C@H](n2cc(-c3ccc(F)cc3)nn2)C[C@@H]1c1ccccc1 | -6% | -1 | -3%
C[C@@H]1CN([C@@H](C)CO)C(=O)CCCn2nncc2CO[C@@H]1CN(C)C(=O)C1CCCCC1 | -6% | -11 | -11%
OC(c1ccccc1)c1ccccc1CN1CCCNC1=S (configuration not stated) | -4% | -3 | -6%
Nc1nc(N)c2c(n1)CN(Cc1ccc(Cl)cc1)C2 | -7% | -2 | -25%
O=C1CC[C@@H](C(=O)N2CSC[C@@H]2C(=O)Nc2ccc(C(F)(F)F)cc2)N1 | -3% | 4 | -8%
CN(C)c1ccc(/C=C2\c3ccccc3C(=O)N2c2ccccc2)cn1 | 5% | 6 | -8%
COc1ccc(S(=O)(=O)N2CCC(C(=O)NCCc3ccc(OC)c(OC)c3)CC2)cc1 | -3% | 1 | -6%
O=C(O)C1CCCN1c1nc(Cl)ccc1[N+](=O)[O-] (configuration not stated) | -4% | 8 | 1%
NC(=O)c1nc2c([nH]c1=O)CCCC2 | -6% | 12 | -14%
NC(=O)NN=C1CCN2CCCc3cccc1c32 | 1% | -2 | -9%
c1ccc(COc2ncnc3c2ncn3CCCNCc2cccs2)cc1 | -1% | -2 | -19%

Continued:
SMILES | GRP78 ERSR act | LDHA inh | Pol eta inh
O=C(Cc1cccs1)NCCS(=O)(=O)N1CCN(c2ccccc2)CC1 | -2% | 1 | -6%
O=S(=O)(c1ccc(NC(=S)N2CCOCC2)cc1)N1CCCCC1 | -4% | 1 | -2%
CCNC(=S)N1CCC(C(=O)c2ccc(F)cc2)CC1 | -2% | -7 | -12%
Cc1ccc(S(=O)(=O)N2CCOCC2)cc1NC(=O)Cn1nnc(-c2ccccc2)n1 | -2% | -6 | 1%
O[C@@H]1CN(Cc2cccs2)[C@@H](c2ccccc2)C[C@H]1n1cc(C2CC2)nn1 | -2% | -3 | -8%
C[C@@H]1CCCCO[C@@H](CN(C)CC2CCCCC2)[C@@H](C)CN([C@H](C)CO)C(=O)c2cc(NS(=O)(=O)c3ccc(Cl)cc3)ccc2O1 | 1% | -2 | ?
Cc1ccc(S(=O)(=O)N2C[C@H]3[C@H]4C(=O)N(c5ccccc5)C(=O)[C@H]4C[C@H](OC(=O)NCc4ccccc4F)[C@@]3(O)C2)cc1 | -1% | 0 | -15%
C[C@H](CO)N1C[C@H](C)[C@H](CN(C)S(=O)(=O)c2cn(C)cn2)OCc2cnnn2CCCC1=O | -3% | -4 | 3%
COC(=O)C[C@@H]1C[C@@H]2c3cc(NS(=O)(=O)c4ccc(F)cc4)ccc3O[C@@H]2[C@H](CO)O1 | 5% | 5 | -22%
NC(=O)NC(CC(=O)OCC(=O)Nc1nnc(-c2ccccc2)o1)c1ccc(Cl)cc1 (configuration not stated) | -1% | 0 | -2%
O=C(O)C=Cc1c[nH]c2nccnc12 | -5% | -3 | -18%
COc1ccc(CN(C)CCCn2cnc3c(SC)ncnc32)cc1OC | -5% | -9 | -8%
C[C@H]1CN(Cc2ccccc2)C(=O)[C@@H]1CC(=O)Nc1ccccc1 | -2% | -6 | -5%
COc1ccc(OC)c(C=Cc2ccc([N+](=O)[O-])cc2)c1 | -6% | -17 | -12%
O=c1c2ccc(F)cc2sn1-c1ccccc1 | -13% | -13 | -15%
Cc1ccn(CCC(=O)N2CCCC(N3CCN(c4ccccc4C)CC3)C2)n1 (configuration not stated) | -4% | 4 | -1%
Cc1[nH]c(=O)[nH]c(=O)c1C=CC(=O)NC(CO)CS(=O)Cc1ccccc1 (configuration not stated) | -8% | -10 | -8%
Cc1ccc([C@H]2C[C@@H](n3cc(-c4ccc(F)cc4)nn3)[C@H](O)CN2CC2CCCCC2)cc1 | -3% | -7 | -23%
O=C(c1cc(Cl)cc(Cl)c1)N1CCC2CC1c1cc(N3CCCCC3)ccc12 (configuration not stated) | -1% | -1 | ?
CC1(C(=O)NNC(=O)c2cccc([N+](=O)[O-])c2)CC1Br (configuration not stated) | 5% | 1 | -7%

These rows are one share of the data; the hit share may differ from the screen's.
